SKKanGAS inh: blocks kanamycin growth of S. pyogenes SKKanGAS strain; BacTiter-Glo, 6 h; inhibition, % at 7.5 µM; AID 1662; hit rate 1.3% among 300,000;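 active means mean replicate score, as percent of positive control median, at least 50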;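 further: strain carries kanamycin resistance gene driven by streptokinase promoter and grows in 40 µg/ml kanamycin; loss of luminescence reflects streptokinase promoter inhibition or plain growth inhibition; 0% = median of DMSO wells and 100% = positive control at its reference dose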
TRPC4 agonist: activators of mouse TRPC4 channel; HEK293 TRPC4beta/mu-opioid, Fluo4 calcium fluorescence; hits give high values; hit rate 0.49% among 310,000; AID 2237; B-score at 10 µM; Q9QUQ5;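 active means B-score above 5 SD of library B-scores, and initial fluorescence ratio not above library mean plus 5 SD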;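 further: positive B-score marks a calcium rise read as TRPC4 activation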
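Assay system: HEK293 stable line with TRPC4beta plus mu-opioid receptor; schedule: 45 min room-temperature Fluo4 loading, 110 s read; technique: kinetic Fluo4 calcium fluorescence; evaluation: integrated baseline-normalised fluorescence ratio, converted to per-well B score; controls: buffer (low) and maximal DAMGO (high)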
TMEM16A act: mouse TMEM16A channel activation, primary screen; HEK293 TMEM16A/YFP-H148Q/I152L, iodide quench fluorescence; hits give low values; B-score at 10 µM; hit rate 0.3% among 340,000; AID 623877;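 active means fluorescence-ratio B-score plate-corrected deviation score at least 3 library SD below zero, with starting fluorescence score within 5 deviations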;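 further: channel opened by trigger with iodide after compound preincubation; score built on the fluorescence ratio of max minus min over baseline; more negative score means more quench and so TMEM16A activation or potentiation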
TRPC4 PAM: TRPC4 (mouse) allosteric potentiation. hit rate 0.42% among 310,000. HEK293 TRPC4beta/mu-opioid, DAMGO EC20, Fluo-4 Ca2+ flux; hits give high values. B-score at 10 µM. Q9QUQ5. AID 2227;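 active means B-score of calcium response area above 5 SD of library B-scores, with initial fluorescence ratio within 5 SD of library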;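 further: B-score of integrated fluorescence ratio over time as area under calcium response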
TRPC6 inhibitor: blocks the mouse TRPC6 cation channel; Q61143; HEK293-TRPC6, membrane potential dye, ACh-evoked depolarization; hits give low values; B-score at 10 µM; hit rate 1.1% among 310,000; AID 2553;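 active means B-score under library mean minus 3 SD, initial fluorescence not abnormally high, positive integrated signal ratio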;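 further: B-score derived from integrated fluorescence ratio over the kinetic read; more negative B-score means stronger inhibition of depolarization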
MrgX1 PAM: allosterically activates human MrgX1 receptor signaling; Q96LB2; MrgX1-HEK293, Fluo-4 calcium flux, FDSS; hits give high values; B-score at 10 µM; hit rate 0.63% among 310,000; AID 588675;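 active means plate-corrected calcium response at least 3 library SD above typical, normal starting fluorescence, not activating the receptor alone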;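 further: compound read alongside a low EC10 to EC30 dose of BAM8-22 agonist; peak minus trough fluorescence over baseline measured at the second addition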
Target sequence (Q96LB2 whole entry, looked up): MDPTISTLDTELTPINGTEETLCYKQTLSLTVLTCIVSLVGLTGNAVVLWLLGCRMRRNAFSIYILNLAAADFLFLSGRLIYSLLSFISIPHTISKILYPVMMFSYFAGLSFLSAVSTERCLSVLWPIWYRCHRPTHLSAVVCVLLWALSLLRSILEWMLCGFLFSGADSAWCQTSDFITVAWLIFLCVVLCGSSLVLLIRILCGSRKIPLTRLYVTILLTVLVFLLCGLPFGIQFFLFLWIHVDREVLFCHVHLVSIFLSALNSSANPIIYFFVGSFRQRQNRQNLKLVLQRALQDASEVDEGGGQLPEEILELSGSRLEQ
TRPC6 activator: activates the mouse TRPC6 cation channel. Q61143. HEK293-TRPC6 membrane potential dye fluorescence; hits give high values. B-score at 10 µM. hit rate 0.13% among 310,000. AID 2550;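 active means B-score of the integrated fluorescence ratio above library mean plus 3 SD, and starting fluorescence ratio within library mean plus 5 SD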;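 further: higher score means more depolarization so channel activation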
MrgX1 antagonist: blocks BAM8-22 activation of human MrgX1 receptor. Q96LB2. hit rate 1.3% among 310,000. MRGX1-HEK293 calcium flux, Fluo-4, BAM8-22 antagonism; hits give low values. B-score at 10 µM;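 active means calcium-response B-score plate-corrected more than 3 library SD below zero, starting fluorescence within 5 deviations, no agonist response on first addition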;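 further: peak minus trough fluorescence over baseline after final BAM8-22 challenge near maximal dose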
TRPC4 block: TRPC4 (mouse) channel inhibition; HEK293 TRPC4beta/mu-opioid, DAMGO-evoked Fluo4 calcium flux; hits give low values; hit rate 0.39% among 300,000; B-score at 10 µM; Q9QUQ5;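 active means B-score over 3 SD under the library average, no early fluorescence shift, positive overall ratio signal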
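System: stable TRPC4beta/mu-opioid receptor HEK293 cells; Dosing: single-point compound dosing; Measured by: Fluo4 Ca2+ flux fluorescence; Read-out basis: per-well B score of integrated baseline-normalized Fluo4 ratio.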
TMEM16A inh: mouse TMEM16A channel inhibition, primary screen; Q8BHY3; HEK293 TMEM16A/YFP iodide influx fluorescence, ionomycin; normalized B-score (activity score, 25-100; higher = stronger inhibition) at 10 µM; hit rate 1.2% among 310,000; AID 588511;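 active means ratio plate-corrected score three or more library SD toward inhibition, starting fluorescence score within five deviations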;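 further: score derived from kinetic fluorescence span divided by baseline fluorescence per well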
MrgX1 ag: activates human MrgX1 receptor signaling. B-score at 10 µM. AID 588627. MrgX1-HEK293 cells, Fluo-4 calcium fluorescence, agonist mode; hits give high values. hit rate 0.44% among 310,000;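 active means calcium response B-score plate-corrected fluorescence ratio at least 3 library SD, with starting fluorescence B-score inside 5 SD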
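Material: MrgX1-expressing HEK293 cells / Dosing: compound as first of three additions / Incubation: overnight seeding, then 1 h dark dye loading / Signal: Fluo-4 NW calcium fluorescence / Evaluation: B-scored fluorescence response ratio / Benchmarks: positive and negative control wells on each plate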
* = called active by the depositor; i = inactive; . = no result given.

Every second line gives: MrgX1 ag, TRPC6 activator, TRPC4 block, SKKanGAS inh, TRPC4 PAM, TMEM16A act, MrgX1 antagonist, TRPC6 inhibitor, TRPC4 agonist, MrgX1 PAM, TMEM16A inh
Cc1ccc(CN2CC(C(=O)Nc3ccc4c(C)cc(=O)oc4c3)CC2=O)cc1 (stereo not given)
 : i, i, i, -2, i, i, i, i, i, i, i
CC1(C)Cc2c(c(=S)nc(-c3ccccc3)n2CCN2CCOCC2)CO1
 : i, i, i, -7, i, i, i, i, i, i, i
CN(CCC#N)C(=O)COC(=O)c1cc(Cl)cc(Cl)c1N
 : i, i, i, -3, i, i, i, i, i, i, i
COc1ccc(-c2cn3cc(Br)cnc3n2)cc1
 : i, i, i, 2, i, i, i, i, i, i, i
COc1cccc(NC(=O)C2COc3ccccc3O2)c1 (stereo not given)
 : i, i, i, -2, i, i, i, i, i, i, i
O=P(c1ccccc1)(c1ccccc1)c1ccc(O)cc1
 : i, i, i, 6, i, i, i, i, i, i, i
C=CCNCc1cc(=O)n2c(-c3ccccc3)csc2n1
 : i, i, i, -1, i, ., i, i, i, i, i
C=C(C)COc1ccc(-c2nc(N)ncc2Oc2ccccc2OCC)c(O)c1
 : i, i, i, 10, i, i, i, i, i, i, i
COc1cc(Cc2nccc3cc(OC)c(OC)cc23)c(NC(C)=O)cc1OC
 : i, i, i, 1, i, i, i, i, i, i, i
O=C1c2ccccc2C(Nc2ccc(S(=O)(=O)N3CCCCCC3)cc2)N1Cc1ccco1 (stereo not given)
 : i, i, i, 5, i, i, i, i, i, i, i
CSc1ccc(/C=N/NC(=O)c2cc(O)cc(O)c2)cc1
 : i, i, i, 1, i, i, i, i, i, i, i
CSc1nsc(SC)c1NC(=O)N1CCCCC1
 : i, i, i, -5, i, i, i, i, i, i, i
COCCCn1c(=N)c(C(=O)NCC2CCCO2)cc2c(=O)n3cccc(C)c3nc21 (stereo not given)
 : i, i, i, 4, i, i, i, -6.4*, i, i, i
COc1ccc(NC(=O)CN2CCc3ccccc3C2)cc1S(=O)(=O)N1CCOCC1
 : i, i, i, -2, i, i, i, i, i, i, i
COc1ccc2c(CC(=O)Nc3nc(C)cs3)coc2c1
 : i, i, i, 2, i, i, i, i, i, i, i
CC(C)(C)c1ccc(C(=O)NNc2cc(Cl)cc(Cl)c2)cc1
 : i, i, i, 4, i, i, i, i, i, i, i
O=C1CNC(=O)/C(=C\c2ccccc2)N1
 : i, i, i, 4, i, i, i, i, i, i, i
COc1ccc(-c2c(C)nn3c(N4CCCCCC4)cc(C)nc23)cc1OC
 : i, i, i, 24, i, i, i, i, i, i, i
COc1cccc(CNC(=O)Cn2nc([N+](=O)[O-])c(Br)c2C)c1
 : i, i, i, 1, i, i, i, i, i, i, i
O=C(NCc1cccnc1)C(=O)NCC(c1ccco1)N1CCN(c2ccc(F)cc2)CC1 (stereo not given)
 : i, i, i, -1, i, i, i, i, i, i, i
CC(NC(=O)C12CC3CC(CC(C3)C1)C2)C(=O)N/N=C/C1=C(N2CCOCC2)C(=C\c2ccccc2)/CC1 (stereo not given)
 : i, i, i, 28, i, i, i, i, i, i, i
O=C(Nc1cc(C(F)(F)F)ccc1N1CCOCC1)c1ccc2ccccc2n1
 : i, i, i, -5, i, i, i, i, i, i, i
CCOc1ccc(NC(=O)Cc2cccc3ccccc23)c([N+](=O)[O-])c1
 : i, i, i, -3, i, i, i, i, i, i, i
CC(C)NS(=O)(=O)c1ccc(CCC(=O)NCc2cccnc2)cc1
 : i, i, i, 0, i, i, i, i, i, i, i
C=CCOC(=O)C1=C(C)N=C2SCCC(=O)N2C1/C=C/c1ccccc1 (stereo not given)
 : i, i, i, 8, i, i, i, i, i, i, i
CCOC(=O)c1nnn(-c2nonc2N)c1-c1ccccc1
 : i, i, i, -9, i, i, i, i, i, i, i
Cc1cc(C)n(-c2ccc(C(=O)N3CCc4ccccc43)cc2)n1
 : i, i, i, -4, i, i, i, i, i, i, i
O=C1C(N2CCOCC2)=C(n2nnc3ccccc32)C(=O)c2ccccc21
 : i, i, i, 30, i, i, i, i, i, i, i
O=C(NC1CCCc2c1cnn2-c1ccccc1F)c1ccccc1N1CCOCC1 (stereo not given)
 : i, i, i, 2, i, i, i, i, i, i, i
COc1cc(C(=O)O/N=C(\N)c2ccc([N+](=O)[O-])cc2)cc(OC)c1OC
 : i, i, i, -3, i, i, i, i, i, i, i
C=CCOc1ccc(/C=C/C(=O)OCC(=O)NCCC2=CCCCC2)cc1
 : i, i, i, -12, i, i, i, i, i, i, i
FC(F)(F)c1cc(Cl)c2nnc(-c3cccnc3)n2c1
 : i, i, i, -14, i, i, i, i, i, i, i
O=c1nc2ccc(Cl)cn2c2ccc(S(=O)(=O)N3CCCCC3)cc12
 : i, i, i, 0, i, i, i, i, i, i, i
COc1ccc(OC)c(C2C(C#N)=C(N)Oc3cc(C)n(Cc4ccccn4)c(=O)c32)c1 (stereo not given)
 : i, i, i, 3, i, i, i, i, i, i, i
CS(=O)(=O)c1[nH]nc(-c2ccccc2Cl)c1C#N
 : i, i, i, -15, i, i, i, i, i, i, i
CCC(C)(C)C1CCC2(CC1)NC(=O)N(CC(=O)N1CCN(S(=O)(=O)c3cc(C)ccc3C)CC1)C2=O (stereo not given)
 : i, i, i, 6, i, i, i, i, i, i, i
CCOC(=O)N1CCN(Cc2c(F)cccc2Cl)CC1
 : i, i, i, -8, i, i, i, i, i, i, i
CCC(NC(=O)c1cc(COc2cncc(Cl)c2)on1)c1ccncc1 (stereo not given)
 : i, i, i, -4, i, i, i, i, i, i, i
C/C(=N\OC(=O)Nc1ccc(Cl)cc1)c1ncc(C(F)(F)F)cc1N1CCOCC1
 : i, i, i, -6, i, i, i, i, i, i, i
O=C(Cc1ccccc1[N+](=O)[O-])N1CCN(c2ccc(F)cc2)CC1
 : i, i, i, -14, i, i, i, i, i, i, i
COc1cc(OC)c2c(-c3ccccc3)cc(=O)oc2c1C(CCN1CCCCC1)c1ccc2c(c1)OCO2 (stereo not given)
 : i, i, i, 7, i, i, i, i, i, i, i
O=C(Nc1ccc([N+](=O)[O-])cc1)c1ccccc1F
 : i, i, i, -3, i, i, i, i, i, i, i
COC(=O)c1ccc(NC(=O)C2CCCN(S(=O)(=O)c3cnc[nH]3)C2)cc1 (stereo not given)
 : i, i, i, -1, i, i, i, i, i, i, i
CCCc1cc(=O)oc2cc(OCC(=O)N3CCC(C(N)=O)CC3)ccc12
 : i, i, i, 5, i, i, i, i, i, i, i
O=C(NCCCN1CCOCC1)c1cc(-c2ccc(Cl)c(Cl)c2)on1
 : i, i, i, -3, i, i, i, i, i, i, i
O=C1NC(c2ccccc2)=CC(c2ccccc2)N1 (stereo not given)
 : i, i, i, -16, i, i, i, i, i, i, i
CCC(=O)NCCc1nc2ccccc2n1Cc1ccc(C)cc1
 : i, i, i, 9, i, i, i, i, i, i, i
Cc1cc2ccccc2nc1Br
 : i, i, i, -2, i, i, i, i, i, i, i
CCOC(=O)[C@H](CCc1ccccc1)N[C@@H](C)C(=O)N1CCC[C@@H]1C(=O)O
 : i, ., ., ., ., i, i, ., ., i, i
Nc1nnc(CCS(=O)(=O)c2ccc(Br)cc2)s1
 : i, i, i, -8, i, i, i, i, i, i, i
O=C(NC1CCCCCC1)c1cc(S(=O)(=O)N2CCCCC2)ccc1N1CCOCC1
 : i, i, i, 9, i, i, i, i, i, i, i
O=C(NCc1ccc2c(c1)OCO2)Nc1ccc2nsnc2c1
 : i, i, i, -1, i, i, i, i, i, i, i
OCCN(Cc1ccccc1)Cc1nc(CC2CC2)no1
 : i, i, i, -3, i, i, i, i, i, i, i
Cc1ccc(-c2nnc(-c3ccccc3S(=O)(=O)Cc3ccc(Cl)cc3)o2)cc1
 : i, i, i, 8, i, i, i, i, i, i, i
Cc1cccc(-c2noc(CNC(=O)c3ccoc3C)n2)c1
 : i, i, i, 3, i, i, i, i, i, i, i
CCc1ccc(S(=O)(=O)NCc2ccc(N3CCN(C)CC3)cc2)cc1
 : i, i, i, 1, i, i, i, i, i, i, i
Cc1cc(C)c2c(=O)n(CC(=O)Nc3cccc(Cl)c3C)sc2n1
 : i, i, i, -2, 16*, i, i, i, i, 9.5*, i
CN(C)S(=O)(=O)c1ccc(C(=O)Nc2ccc(CN3CCCC3)cc2)cc1
 : i, i, i, 0, i, i, i, i, i, i, i
COc1cccc(-c2nn(-c3ccccc3)cc2C(=O)O)c1
 : i, i, i, -10, i, i, i, i, i, i, i
COc1cc(-c2nc3ccc4ccccc4c3c3c2CCC3)cc(OC)c1OC
 : i, i, i, -1, i, i, i, i, i, i, i

The listing continues:
Every second line gives: MrgX1 ag, TRPC6 activator, TRPC4 block, SKKanGAS inh, TRPC4 PAM, TMEM16A act, MrgX1 antagonist, TRPC6 inhibitor, TRPC4 agonist, MrgX1 PAM, TMEM16A inh
O=C(NCc1ccc(F)cc1)c1cccc2c1C(=O)N(Cc1cccnc1)C2
 : i, i, i, 9, i, i, i, i, i, i, i
O=C(NCc1ccc(F)cc1)c1ccc[nH]1
 : i, i, i, -2, i, i, i, i, i, i, i
Cc1cccc(C)c1NC(=O)CN(C)S(=O)(=O)c1ccc(-c2ccc(=O)[nH]n2)s1
 : i, i, i, 5, i, i, i, i, i, i, i
O=C(N/N=C/c1cc([N+](=O)[O-])ccc1O)NC12CC3CC(CC(C3)C1)C2
 : i, i, i, 7, i, i, i, i, i, i, i
COc1cc(OC)cc(C(=O)Nc2ccc(-c3nc4ccccc4o3)c(O)c2)c1
 : i, i, i, 44, i, i, i, i, i, i, i
Cc1ccc(CC2SC(=Nc3ccccc3)N(c3ccccc3)C2=O)cc1 (stereo not given)
 : i, i, i, 2, i, i, i, i, i, i, i
COc1ccc(C)cc1Cn1nnc2ccccc21
 : i, i, i, 1, i, i, i, i, i, i, i
CN(C)CC(C)(C)CNC(C(=O)Nc1ccc(Cl)cc1C(F)(F)F)c1ccccc1 (stereo not given)
 : i, i, i, 3, i, i, i, i, i, i, i

High-throughput results (PubChem)
